SR-BI DiI-HDL act = activators of SR-BI mediated DiI-HDL uptake, primary screen, ldlA[mSR-BI] CHO cells, DiI fluorescence; 3 h; 100 = double the neutral-control signal; activation, % at 12.5 µM; 320,000 tested, 0.096% active;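 active means mean replicate activation of at least 60% and every replicate at or above 60%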;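 further: 0% = median plate neutral-control signal and 100% = twice that signal; values of inactives mirror those of a sister screen read the other way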
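Test system: SR-BI-overexpressing, LDLR-lacking CHO cells; Also added: labelled HDL, 10 µg/mL; Measured by: bottom-read cell fluorescence after medium removal, ex 550/em 595 nm; Timing: 3 h uptake period with compound, 37 °C; Buffer or medium: F12, 0.5% BSA, 25 mM HEPES; Doses: single compound concentration, delivered by pin transfer.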
Rtt109 HAT inh = inhibitors of C. albicans Rtt109/Vps75 HAT, primary screen, biochemical, ThioGlo CoA-SH fluorescence, plate reader | AID 540336, 2011 | inhibition, % at 34.9 µM | 330,000 tested, 0.16% active | purified Rtt109/Vps75, 4 h | Histone acetyltransferase RTT109 (Candida albicans (strain SC5314 / ATCC MYA-2876)), …;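 active means inhibition of at least 50% in every replicate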
Target sequence (Q5AAJ8 whole entry, looked up): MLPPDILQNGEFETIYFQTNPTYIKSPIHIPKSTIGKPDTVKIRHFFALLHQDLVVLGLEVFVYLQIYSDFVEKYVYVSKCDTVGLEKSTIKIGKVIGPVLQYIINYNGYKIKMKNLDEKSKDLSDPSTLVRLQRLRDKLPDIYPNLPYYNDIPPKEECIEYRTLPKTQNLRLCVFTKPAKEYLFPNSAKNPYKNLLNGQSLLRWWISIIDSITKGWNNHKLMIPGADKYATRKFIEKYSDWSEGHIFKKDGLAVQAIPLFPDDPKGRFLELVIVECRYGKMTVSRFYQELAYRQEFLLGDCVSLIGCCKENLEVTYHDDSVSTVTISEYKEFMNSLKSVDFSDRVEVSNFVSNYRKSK
cardiac RTF act = cardiac RTF calcium sensitivity activators, primary screen, biochemical, IANBD-TnC fluorescence, EC20 calcium. Troponin I, cardiac muscle (Homo sapiens) + Troponin T, cardiac muscle (Homo sapiens) + …. 340,000 tested, 0.24% active. IANBD-labeled TnC RTF fluorescence at EC20 calcium; 0% EC20 calcium, 100% full calcium. activation, % at 7.2 µM;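 active means activation above the mean over all tested compounds plus 3 SD, cut at about 30% in these data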;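 further: rise in fluorescence read as greater calcium sensitivity of cardiac thin filaments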
CDK5 inh = inhibitors of human CDK5/p35 kinase, primary screen, biochemical, single concentration | 330,000 tested, 0.01% active | Cyclin-dependent kinase 5 (Homo sapiens) + Cyclin-dependent kinase 5 activator 1 (Homo … | AID 488839, 2010 | Recombinant CDK5/p35, ADP-Glo luminescence, 60 min | inhibition, % at 10 µM;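 active means highest replicate inhibition of at least 50% and at least 75% of replicates reaching 50%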;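 further: plate controls were DMSO neutral control for no effect and GW8510 at 10 µM for full effect; many of its hits are not listed in these tables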
dFosB act = activators of delta FosB homodimer, primary screen, biochemical, fluorescence polarization, TAMRA-CDK5 oligo, single point; activation, % at 25 µM; purified delta FosB; percent of positive-control signal above neutral wells; 340,000 tested, 0.99% active;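 active means mean activation above about 17%, with every replicate also reaching it, limit read from the data, passing the limit was not always enough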;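 further: fluorescence polarization rise as delta FosB binds a TAMRA Cdk5 AP-1 oligo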
Target sequence (P13346 whole entry, looked up): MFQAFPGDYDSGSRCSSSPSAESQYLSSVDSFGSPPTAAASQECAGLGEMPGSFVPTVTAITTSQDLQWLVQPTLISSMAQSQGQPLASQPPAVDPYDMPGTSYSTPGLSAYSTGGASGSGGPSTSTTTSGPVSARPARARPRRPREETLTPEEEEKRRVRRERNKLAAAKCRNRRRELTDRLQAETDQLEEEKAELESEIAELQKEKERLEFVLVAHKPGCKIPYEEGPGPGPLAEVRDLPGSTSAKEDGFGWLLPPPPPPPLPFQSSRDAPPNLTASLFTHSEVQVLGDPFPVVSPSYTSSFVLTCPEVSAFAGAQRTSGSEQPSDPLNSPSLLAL
MITF TRPM1 HTS = activators of MITF-driven TRPM1 promoter reporter, primary screen, cell-based, SK-MEL-5, luciferase, single point; 300,000 tested, 0.75% active; activation, % at 12.5 µM; SK-MEL-5 TRPM1-promoter luciferase, 24 h; % of positive control, neutral wells = 0;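 active means mean activation of at least 80% with every replicate also reaching 80%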;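 further: 0% = neutral control wells and 100% = parthenolide positive control wells; values of inactives mirror those of a sister screen read the other way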
SR-BI HDL uptake = inhibitors of SR-BI mediated HDL lipid uptake, primary screen, ldlA[mSR-BI] cells, fluorescence, single point; Scavenger receptor class B member 1 (Mus musculus), Q61009; ldlA[mSR-BI] CHO cells, DiI-HDL uptake fluorescence, 3 h; inhibition, % at 12.5 µM; 320,000 tested, 0.96% active; AID 488896, 2010;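 active means mean replicate inhibition of at least 70% and a set share of replicates each scoring 70 or more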;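 further: 0% = median of neutral control wells and 100% = median of positive control wells; values of inactives mirror those of a sister screen read the other way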
PvdQ acylase = P. aeruginosa PvdQ acylase inhibitors, primary screen, biochemical, fluorescence, plate reader and imaging, single point | inhibition, % at 10 µM | AID 488965, 2010 | purified PvdQ acylase | PvdQ acylase [Pseudomonas aeruginosa LESB58] | 340,000 tested, 0.063% active; in the data active means inhibition above about 30%, passing the limit was not always enough;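 further: 0% = vehicle neutral wells and 100% = reference inhibitor wells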
HTR5A ag ctr = HTR5A agonists in luminescence cell assay, primary screen, counter-screen for OPRM1-OPRD1 heterodimer agonist project, full-deck HTS. activation, % at 9.3 µM. 340,000 tested, 0.61% active. cell-based. AID 504692, 2011; in the data active means activation mostly above about 9.5%, no sharp cut-off; inactive means mostly below about 7.6%;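 further: 0% = cells with vehicle only and 100% = reference agonist; strong numbers were not always called active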
Target sequence (P47898 whole entry, looked up): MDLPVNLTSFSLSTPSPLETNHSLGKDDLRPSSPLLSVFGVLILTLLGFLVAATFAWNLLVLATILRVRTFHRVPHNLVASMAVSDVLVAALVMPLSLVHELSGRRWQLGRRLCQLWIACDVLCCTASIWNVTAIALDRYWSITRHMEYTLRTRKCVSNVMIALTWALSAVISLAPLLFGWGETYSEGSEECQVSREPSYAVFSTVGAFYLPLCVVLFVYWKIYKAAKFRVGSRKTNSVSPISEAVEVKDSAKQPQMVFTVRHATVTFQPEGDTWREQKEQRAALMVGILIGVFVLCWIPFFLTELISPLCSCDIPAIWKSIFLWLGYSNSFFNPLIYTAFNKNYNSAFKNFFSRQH
Wnt act = Wnt/beta-catenin pathway activators, primary screen, cell-based, plate reader, single point. 300,000 tested, 1.2% active. activation, % at 9.35 µM. Wnt/beta-catenin reporter cell assay, activator; in the data active means activation above about 30%, passing the limit was not always enough;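 further: 0% = neutral control wells and 100% = positive control wells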
Active calls of the source: *; . = no result given. Rows were taken by chance, and some 4.4% of all compounds hit somewhere here.

SMILES | SR-BI DiI-HDL act | Rtt109 HAT inh | cardiac RTF act | CDK5 inh | dFosB act | MITF TRPM1 HTS | SR-BI HDL uptake | PvdQ acylase | HTR5A ag ctr | Wnt act
CC(C)CCN1C(=O)c2ccc(C(=O)NCc3ccccn3)cc2C1=O | 2 | -13 | -2 | 0.9 | -3 | -4 | -2 | 5 | -3 | -6
CCOC(=O)c1sc(NC(=O)c2ccc(CC)s2)nc1C | -46 | 2 | -2 | 0.4 | -3 | 31 | 46 | -7 | 5 | .
Cc1ccc(C2C(C#N)=C(N)Oc3nc(-c4ccccc4)[nH]c32)o1 (stereo not given) | -23 | 2 | 3 | -0.3 | -9 | -2 | 23 | -27 | 2 | .
CCOC(=O)[C@H]1[C@H]2COc3ccc(Br)cc3[C@H]2N2C(=O)CN(Cc3ccc(C)cc3)C(=O)[C@@]12C | -22 | 3 | 5 | -1.8 | -7 | -1 | 22 | 1 | 5 | -2
COc1cccc(C(=O)C2=NN(C(C)=O)CC2c2ccco2)c1 (stereo not given) | -2 | -2 | 7 | 0.8 | -8 | 9 | 2 | 5 | -1 | 3
CCc1nnc(SCC(=O)Nc2ccc(NC(C)=O)cc2)n1-n1cccc1 | 12 | -14 | 6 | -1.6 | -3 | -2 | -12 | -2 | -3 | 2
CCN(c1ccc(OC)cc1)S(=O)(=O)c1nnc(NC(=O)c2ccccc2Cl)s1 | 2 | 12 | -4 | -0.3 | -11 | -9 | -2 | 5 | 0 | .
COc1cccc(NC(=O)CN2CCSc3ccccc32)c1 | -13 | 1 | 1 | 0.2 | -6 | -2 | 13 | -5 | 2 | 0
Cc1ccc(NC(=O)CN2CCN(C)CC2)cc1S(=O)(=O)N1CCOCC1 | 21 | -7 | 3 | 2.1 | -5 | 1 | -21 | -13 | -1 | -2
CCc1nnc(NC(=O)c2ccc(-c3cccc(C(F)(F)F)c3)o2)s1 | -2 | -5 | 6 | 0.4 | 19* | -1 | 2 | -10 | 4 | -2
CCNc1cc(S(=O)(=O)C(F)(F)F)ccc1N | 16 | 2 | 6 | 1.1 | -5 | -1 | -16 | -8 | 7 | .
Cc1ccc(S(=O)(=O)NCC(=O)N2CCCC2C(=O)O)cc1 (stereo not given) | 15 | -2 | -3 | 1.6 | 2 | 5 | -15 | -13 | -1 | -1
Cc1cc(NC(=O)CCN2CCN(C)CC2)ccc1Br | 23 | 2 | 3 | -1.7 | -4 | 18 | -23 | -9 | 2 | -3
Cc1cc(C)n(NC(=S)NC2CCCC2)c(=O)c1C#N | 10 | -9 | 4 | 0.2 | -2 | -2 | -10 | -1 | -4 | 1
C/C=C(/C)C(=O)Nc1cccc(C2=NOC3(C2)C[C@@H](C(N)=O)N(C(=O)/C=C/CC)C3)c1 (stereo not given in full) | -22 | -3 | 1 | -1.5 | -3 | -2 | 22 | -11 | 1 | -1
CN(C)S(=O)(=O)N1CCN(c2ccnc3cc(Cl)ccc23)CC1 | 5 | -2 | -4 | 1.9 | -10 | -9 | -5 | -13 | -5 | .
COc1ccc(CNC(=O)C(OC(=O)c2cccs2)C(C)C)cc1 (stereo not given) | . | -1 | 0 | -0.4 | -3 | -10 | . | -2 | 3 | -1
Cc1c(Cl)cccc1NC(=S)N1CCN(Cc2ccccc2)CC1 | 25 | 1 | -1 | -0.4 | -1 | 0 | -25 | -2 | -1 | .
COC(=O)c1ccccc1NS(=O)(=O)c1c(C)noc1C | 5 | -10 | -1 | 1.6 | -2 | 13 | -5 | -17 | 5 | -1
CC(=O)N1CCCc2cc(S(=O)(=O)N3CCCC(C(=O)N4CCN(c5ccccc5)CC4)C3)ccc21 (stereo not given) | -4 | 5 | 0 | . | -8 | -12 | 4 | -11 | 1 | -3

Looked up above.
`CCc1nnc(NC(=O)c2ccc(-c3cccc(C(F)(F)F)c3)o2)s1` | HTR5A ag ctr: 4
`CCc1nnc(SCC(=O)Nc2ccc(NC(C)=O)cc2)n1-n1cccc1` | CDK5 inh: -1.6

(cont.)
SMILES | SR-BI DiI-HDL act | Rtt109 HAT inh | cardiac RTF act | CDK5 inh | dFosB act | MITF TRPM1 HTS | SR-BI HDL uptake | PvdQ acylase | HTR5A ag ctr | Wnt act
O=C(CCN1C(=O)c2ccccc2C1=O)NCc1cccc(Cl)c1 | . | -5 | -5 | 2.1 | 0 | 9 | . | -8 | -4 | -1
CCOC(=O)/C(N=Nc1c(C)n(C)n(-c2ccccc2)c1=O)=C(\C)O | -8 | 2 | 3 | 0.2 | 11 | -15 | 8 | -8 | 4 | .
Cc1ccc2c(c1)sc(-c1ccc(N(C)C)cc1)[n+]2C | -2 | -6 | 7 | -1.2 | 1 | -61 | 2 | -7 | 1 | -4
O=C(O)c1ccc(COc2ccccc2/C=C2\NC(=O)N(Cc3ccc(F)cc3)C2=O)cc1 | 14 | -2 | -3 | -2.2 | -2 | 11 | -14 | 8 | 1 | -2
COc1cccc(-c2nnc3sc(-c4ccco4)nn23)c1 | -5 | 4 | -4 | -0.2 | -30 | . | 5 | -7 | 0 | 21
C=CCn1c(SCC(C)=O)nnc1-c1cc(-c2ccccc2)sc1N | -16 | -5 | -3 | 3.7 | -4 | 10 | 16 | 3 | -2 | .
Cc1csc2c(N3CCC(C(=O)O)CC3)ncnc12 | -3 | -15 | -2 | 1.0 | -7 | -13 | 3 | -3 | 2 | 0
CS(=O)(=O)Nc1ccc(S(=O)(=O)N2CCOCC2)cc1 | 28 | -2 | -4 | -0.6 | 0 | -3 | -28 | -2 | 0 | .
O=C(CCCSc1nc2ccccc2s1)Nc1nccs1 | 14 | -6 | 4 | -1.1 | -13 | . | -14 | -8 | 2 | 0
COc1ccc(C)cc1NS(=O)(=O)c1ccc(-c2cnc(C3CC3)o2)cc1 | -36 | 2 | -4 | -0.7 | -19 | -68 | 36 | -7 | 5 | -13
O=C(CN1C(=O)C(=O)N(Cc2ccccc2)C1=O)c1ccc[nH]1 | 24 | -1 | -3 | -1.0 | 5 | . | -24 | -3 | 1 | 17
CS(=O)(=O)N1c2cccc3cccc(c23)S1(=O)=O | 5 | 0 | -1 | -3.4 | -11 | -3 | -5 | -13 | -3 | 5
COc1ccc(Nc2nc(NCCO)nc(N3CCCC3)n2)cc1 | 21 | 11 | 7 | 1.4 | 0 | 3 | -21 | -5 | 2 | -1
Cc1ccc(-c2nnc(COc3cccc(-n4cnnn4)c3)o2)cc1 | 6 | . | 2 | -0.1 | -1 | . | -6 | -11 | 1 | .
CN1CCN(CC(=O)C23CC4CC(CC(C4)C2)C3)CC1 | 15 | -1 | 2 | -0.3 | -3 | 4 | -15 | -11 | 2 | .
OCCOCCn1c(C2CCCN2c2nc(-c3ccc(F)cc3)cs2)nc2cc(Cl)c(Cl)cc21 (stereo not given) | 12 | 2 | 3 | 0.0 | -9 | -10 | -12 | 0 | 4 | -6
O=C(NCc1ccco1)c1ccc2c(c1)N(Cc1ccc(Cl)cc1)CCS2 | -26 | -1 | 12 | -1.7 | -6 | -8 | 26 | -7 | 2 | 4
O=C(COC(=O)CNS(=O)(=O)c1c(Cl)cccc1Cl)Nc1cccnc1Cl | 25 | -5 | 1 | 1.6 | 12 | -6 | -25 | -8 | -1 | 0
COc1ccc(C(=O)COc2ccc3c(C)cc(=O)oc3c2)cc1 | -15 | 3 | -2 | 0.2 | -1 | . | 15 | 18 | 1 | -1
CC(=O)Nc1ccc(S(=O)(=O)NCCCN2CCN(Cc3ccccc3)CC2)cc1Cl | -4 | 1 | -2 | 0.4 | -5 | 7 | 4 | 0 | 0 | 1
COc1ccc(C2CCCCCN2C(=O)C2CCN(S(=O)(=O)c3cccc(C(C)=O)c3)CC2)cc1 (stereo not given) | 11 | 4 | -1 | -1.1 | -10 | 12 | -11 | 0 | 8 | 1
COc1ccc(/C=N/NC(=O)CC(=O)N/N=C/c2ccc(OC)cc2)cc1 | -16 | . | -6 | 0.0 | 7 | -8 | 16 | 8 | -1 | -12
Cc1ccnc(NS(=O)(=O)c2ccc(NC(=O)c3ccc4c(c3)OCCO4)cc2)n1 | -6 | -8 | -2 | -1.2 | 1 | -10 | 6 | 11 | 2 | 0
CC(=O)N1CCN(c2ccc([N+](=O)[O-])cc2)CC1 | 11 | -2 | -3 | 1.1 | -5 | 17 | -11 | -8 | 3 | -4
CCOc1ccc(S(=O)(=O)N(CC)CC)cc1NC(=O)CSCc1c(C)noc1C | -9 | 1 | -2 | -0.6 | -8 | -1 | 9 | -15 | 6 | -2
O=C1CCC([N+](=O)[O-])C(c2cc(Br)ccc2F)N1 (stereo not given) | -1 | 2 | 3 | 0.0 | -3 | -2 | 1 | -1 | 4 | 0
CN(CCc1ccccc1)C(=O)c1ccc(NC(=O)Cc2ccc(NC(=O)C3CCCN(C(=O)C4CCCC4)C3)cc2)cc1 (stereo not given) | 3 | -8 | -1 | 0.5 | -3 | -3 | -3 | 15 | 5 | -1
O=C(Cn1cnc(S(=O)(=O)N2CCCCC2)c1)NCc1ccco1 | 6 | -20 | 0 | 0.0 | -3 | 3 | -6 | -9 | 0 | .
O=C(CCOc1ccccc1)OCC(=O)c1cc2ccccc2o1 | . | 19 | -4 | -0.1 | -2 | -1 | . | 3 | -4 | 1
CC(C)C(=O)NCCc1c[nH]c2ccccc12 | 19 | 3 | 9 | -0.7 | 2 | 7 | -19 | 3 | 0 | -1
Cc1noc(C)c1NC(=O)Nc1ccc2c(c1)C(=O)N([C@H](C)CO)C[C@H](C)[C@H](CN(C)C)O2 | 2 | -15 | -2 | -1.0 | 1 | -8 | -2 | -4 | 4 | -2
COc1ccc(NC(=O)CC2C(=O)N(C)C(=S)N2Cc2ccc3c(c2)OCO3)cc1 (stereo not given) | 33 | 10 | -4 | 0.4 | -5 | 3 | -33 | 7 | 6 | 35*
CCOC(=O)c1c(N=CN(C)C)c(C#N)c2n1CCCC2 | 22 | -19 | 0 | 0.2 | 2 | -4 | -22 | -3 | -1 | -4
CCCC[C@@H]1C[C@H]1[C@@H](NC(=O)c1ccccc1)c1ccccc1C(F)(F)F | -11 | 9 | -8 | 0.0 | 9 | 4 | 11 | -7 | 14 | -4
CCCNC(=O)Cn1c(=O)n(C)c2ccccc21 | 13 | 1 | -2 | 1.4 | 0 | . | -13 | -8 | . | -1
Fc1ccc(NC(=S)Nc2cccnc2)c(F)c1F | 17 | -1 | 0 | 0.6 | -6 | -5 | -17 | -9 | 4 | 0
